# NF-kB expr up: raises NF-kB expression in human neuronal cells; NF-kB reporter expression; hits give high values; fold change at 12.5 µM; 190,000 compounds, 1.6% hits; in the data active = fold change above about 3.3
# STAT3 inh: inhibitors of IL-6 induced STAT3 signaling | U3A cells, IL-6 STAT3-luciferase reporter, luminescence; host cell line lacks STAT1 | AID 862 | 190,000 compounds, 0.89% hits | inhibition, % at 5.5 µM;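 active = inhibition above the mean inhibition across all screened compounds plus 3 SD, cut at about 44% in these data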;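 also: 0% = DMSO only wells and 100% = 100 µM nifuroxazide control wells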
# FLuc inh counter: Photinus pyralis luciferase inhibition counter-screen | ATPLite firefly luciferase biochemical luminescence, 10 min | P08659 | inhibition, % at 10 µM | 200,000 compounds, 1.5% hits | AID 1006;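 active = inhibition above about 50% when tested at 10 µM, limit read from the data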
# Target sequence (P08659 whole entry, looked up): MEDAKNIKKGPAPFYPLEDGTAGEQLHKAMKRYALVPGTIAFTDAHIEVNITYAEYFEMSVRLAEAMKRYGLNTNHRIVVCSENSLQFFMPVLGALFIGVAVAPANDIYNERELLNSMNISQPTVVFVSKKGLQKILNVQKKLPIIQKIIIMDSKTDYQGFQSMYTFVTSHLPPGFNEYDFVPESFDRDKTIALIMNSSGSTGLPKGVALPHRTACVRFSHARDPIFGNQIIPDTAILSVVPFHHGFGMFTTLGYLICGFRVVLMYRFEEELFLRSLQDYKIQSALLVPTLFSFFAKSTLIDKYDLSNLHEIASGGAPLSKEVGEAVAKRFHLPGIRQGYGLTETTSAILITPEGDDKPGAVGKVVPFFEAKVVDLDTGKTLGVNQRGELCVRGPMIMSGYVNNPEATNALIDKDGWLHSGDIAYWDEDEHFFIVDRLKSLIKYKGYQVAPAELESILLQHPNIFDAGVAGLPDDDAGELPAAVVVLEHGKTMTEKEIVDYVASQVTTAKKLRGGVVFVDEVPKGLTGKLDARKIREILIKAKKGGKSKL
# FLuc stim CS: firefly luciferase counter-screen for stimulation assays; AID 1027; ATPlite luciferase biochemical, luminescence, 10 min; 0 = ATP-free wells, 1 = DMSO control; 200,000 tested, under 10 active; activation factor at 10 µM;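 active = luciferase activation factor, scaled between plate controls, of at least 2 with compound at 10 µM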
#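 System: luciferase plus luciferin reagent, cell-free; medium: PBS as buffer for the ATP substrate; dosing: test compounds dosed from 2 mM stocks in 100% DMSO; timing: 10 min post-reagent at room temperature; measured by: luminescence measurement of luciferase light output; evaluation: luciferase activation, seen as luminescence increase over controls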
# STAT1 inh: inhibitors of IFN-gamma induced STAT1 signaling; NIH 3T3 STAT1-luciferase reporter, luminescence; inhibition, % at 5.5 µM; 200,000 compounds, 0.35% hits; AID 920;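 active = inhibition above a set limit, the mean inhibition across all tested compounds plus 3 SD, cut at about 34% in these data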;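 also: 0% = IFN-gamma with DMSO and 100% = IFN-gamma with 300 µM nifuroxazide; values of inactives mirror those of a sister screen read the other way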
# ROMK primary: modulators of human ROMK potassium channel; P48048; Tet-inducible ROMK, thallium flux fluorescence; actives lie on both sides; B-score at 10 µM; 130,000 compounds, 2% hits; AID 1918;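 active = signal ratio slope over the read window, or its plate-corrected B-score, at least 3 SD from the plate mean, either direction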;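 also: B-score of the F/F0 ratio slope over 7 to 12 s after thallium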
# Target sequence (P48048 whole entry, looked up): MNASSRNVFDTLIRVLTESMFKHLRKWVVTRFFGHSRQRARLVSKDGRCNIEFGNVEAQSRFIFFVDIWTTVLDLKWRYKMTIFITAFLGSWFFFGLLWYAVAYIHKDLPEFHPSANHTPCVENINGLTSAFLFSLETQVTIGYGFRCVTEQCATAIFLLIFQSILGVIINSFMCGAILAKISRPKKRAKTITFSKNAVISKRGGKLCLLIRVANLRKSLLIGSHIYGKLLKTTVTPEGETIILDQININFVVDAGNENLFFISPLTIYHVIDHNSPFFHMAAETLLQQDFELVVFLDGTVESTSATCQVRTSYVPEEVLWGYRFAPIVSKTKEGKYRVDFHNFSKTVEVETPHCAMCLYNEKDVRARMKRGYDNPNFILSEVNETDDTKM
# APP transl inh: APP translation inhibition. 190,000 compounds, 0.82% hits. AID 1285. inhibition, % at 2 µM. SH-SY5Y APP 5'UTR-luciferase reporter, luminescence;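 active = inhibition above a set limit, derived from the sample mean plus 3 SD, cut at about 45% in these data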; also: values of inactives mirror those of a sister screen read the other way
# STAT1 activator: STAT1 signaling activation; NIH 3T3 STAT1-luciferase reporter, IFN-gamma, luminescence; 100% = IFN-gamma alone, no compound; activation (% of control), % at 5.5 µM; 200,000 compounds, 2.6% hits; AID 932;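 active = activation above the screen-wide mean activation plus 3 SD, cut at about 130% in these data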;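 also: raw ratio to IFN-gamma control signal so 100% means no change and 0% no light; values of inactives mirror those of a sister screen read the other way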
# APP 5'UTR act: APP 5'UTR luciferase reporter activation. activation, % at 2 µM. SH-SY5Y APP 5'UTR luciferase reporter, luminescence; zero percent = DMSO vehicle wells. 190,000 compounds, 1% hits. AID 1276;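 active = activation above a set limit, based on mean plus 3 SD of controls, cut at about 140% in these data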; also: values of inactives mirror those of a sister screen read the other way
# STAT3 activator: increases IL-6 driven STAT3 reporter signal. U3A cells, IL-6 STAT3-luciferase reporter, luminescence; 100% = signal with IL-6 EC80 alone. activation (% of control), % at 5.6 µM. 190,000 compounds, 0.91% hits. AID 871;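 active = activation above the screen-wide mean of compound activation plus 3 SD, cut at about 130% in these data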;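 also: 0% = background luminescence of wells with medium and substrate only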
#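 Detection: reporter luminescence signal / Assay system: STAT1-lacking human U3A cells, STAT3 luciferase reporter / Incubation: compound pre-incubation 1 h before IL-6, then 6 h stimulation at 37 °C / Control set: IL-6-only high control / Read-out: % activation relative to IL-6 control / Probe or stimulus: Interleukin-6, 33 ng/mL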
# * hit, by the source's call; . = not tested or not shown. The order is random; about 7.1% have a hit in one of these screens.
Structure	STAT1 activator	ROMK primary	STAT1 inh	NF-kB expr up	FLuc inh counter	STAT3 activator	STAT3 inh	APP transl inh	APP 5'UTR act	FLuc stim CS
CCn1cc(C(=O)NCCCOC(C)C)c2cc(OC)c(OC)cc2c1=O	96	.	6	0.99	1	105	-2	6	-6	1
CSc1nnc(C)c(=O)n1COC(=O)COc1ccc(Cl)cc1Cl	108	-0.33	-9	1	-4	103	4	10	-10	1
Cn1c(CCc2ccccc2)n[nH]c1=S	106	.	-8	1.2	3	101	3	0	0	1
Cc1ccc(NC2CC(=O)N(CCc3ccccc3)C2=O)cc1 (configuration not stated)	104	-0.58	-5	1.3	6	104	1	-8	8	0.9
CCOc1ccc(Nc2nc(C)cc(C)c2C#N)cc1	93	-0.043	2	1.3	1	140*	-45	9	.	1
CCN(CC)S(=O)(=O)c1ccc(C(=O)NCCSc2c[nH]c3ccccc23)cc1	104	0.36	-4	1.1	1	113	-15	-2	2	1
Cc1c(N=C2SC(CC(=O)Nc3ccccc3)C(=O)N2CCN2CCOCC2)c(=O)n(-c2ccccc2)n1C (configuration not stated)	101	0.65	-1	1.1	-1	98	8	-1	1	1
Cc1ccc(-n2cc(-c3ccccc3)c3c(NN4CCOCC4)ncnc32)cc1	96	-0.64	5	0.75	3	90	10	-1	1	1
CCCCN(CCCC)CCNC(=O)CNC(=O)c1cccs1	97	0.91	3	1.1	0	109	-14	-7	7	1
NC(=O)COC(=O)C12CC3CC(CC(O)(C3)C1)C2	97	0.071	2	1.2	-8	98	4	-12	12	1.1
COc1ccc(COc2ccccc2C(=O)NCc2ccccc2)cc1F	92	-1.9	9	0.69	-3	97	4	-4	4	1
O=c1cc(-c2ccccc2Cl)c2c([nH]1)CCC2	100	.	1	1.1	-1	113	-15	-14	14	1
Cc1ccc(SCCC(=O)N/N=C/c2cccnc2)cc1	98	.	0	0.82	-5	101	1	4	-4	1
Cc1ccc(C(=O)Nc2ccccc2-c2ccccc2)cc1[N+](=O)[O-]	105	.	-6	0.96	-8	98	14	3	-3	1.1
CCc1ccc(N(C(=O)c2snc(C(N)=O)c2N)C(C(=O)NCCC(C)C)c2c[nH]c3ccccc23)cc1 (configuration not stated)	92	.	9	1	-5	105	5	-2	2	1.1
CCOc1ccc2c(c1)-c1c(ssc1=S)C(C)(C)N2C	102	.	-2	1	-5	102	-1	6	-6	1
CN(C)S(=O)(=O)c1cccc(NC(=O)CSc2nncn2-c2ccccc2)c1	95	-0.4	6	1.4	0	97	4	1	-1	1
CCCOC1(NC(=O)c2ccccc2)C(C)=CC(=O)C=C1C	102	2	-3	1.2	-5	98	5	-6	6	1.1
CCOC(=O)C1CCCN(C(=O)CSc2ccccc2)C1 (configuration not stated)	108	0.66	-9	1.2	3	100	0	-1	1	1
O=C(CCC(=O)N(CC(=O)NC1CCCCC1)c1ccc2c(c1)OCO2)Nc1ccccn1	101	-1.1	-3	1	-1	102	4	1	-1	1

# Seven of these compounds in another layout.
# Fields – STAT1 activator	ROMK primary	STAT1 inh	NF-kB expr up	FLuc inh counter	STAT3 activator	STAT3 inh	APP transl inh	APP 5'UTR act	FLuc stim CS
O=c1cc(-c2ccccc2Cl)c2c([nH]1)CCC2
 : 100	.	1	1.1	-1	113	-15	-14	14	1
COc1ccc(COc2ccccc2C(=O)NCc2ccccc2)cc1F
 : 92	-1.9	9	0.69	-3	97	4	-4	4	1
Cc1ccc(NC2CC(=O)N(CCc3ccccc3)C2=O)cc1 (configuration not stated)
 : 104	-0.58	-5	1.3	6	104	1	-8	8	0.9
CCOC(=O)C1CCCN(C(=O)CSc2ccccc2)C1 (configuration not stated)
 : 108	0.66	-9	1.2	3	100	0	-1	1	1
CCCCN(CCCC)CCNC(=O)CNC(=O)c1cccs1
 : 97	0.91	3	1.1	0	109	-14	-7	7	1
CN(C)S(=O)(=O)c1cccc(NC(=O)CSc2nncn2-c2ccccc2)c1
 : 95	-0.4	6	1.4	0	97	4	1	-1	1
Cc1ccc(SCCC(=O)N/N=C/c2cccnc2)cc1
 : 98	.	0	0.82	-5	101	1	4	-4	1

# (more compounds)
Structure	STAT1 activator	ROMK primary	STAT1 inh	NF-kB expr up	FLuc inh counter	STAT3 activator	STAT3 inh	APP transl inh	APP 5'UTR act	FLuc stim CS
CC(C(=O)NCc1cccnc1)N1C(=O)c2ccccc2C1=O (configuration not stated)	103	.	-4	0.93	-6	102	2	-2	2	1.1
O=C(NCC(c1cccnc1)N1CCN(c2ccc(F)cc2)CC1)OCc1ccccc1 (configuration not stated)	106	-1.9	2	0.69	1	90	12	0	0	1
CN(C)CCOc1ccc2c(c1)Sc1ccccc1CC2=O	111	-1.7	-13	1.1	-3	113	-10	2	-3	1
CC(C)OC(=O)CSc1nc2ncccc2[nH]1	104	.	-5	1.1	0	98	8	-7	7	1
CCOC(=O)C1=C(N)OC2=C(C(=O)CC(C)(C)C2)C1c1ccoc1 (configuration not stated)	96	-0.099	5	1.1	0	93	11	-1	1	1
COc1ccc(-c2nc(C(=O)O)cs2)cc1OC	103	0.85	-3	1.1	0	98	4	-14	14	1
O=C(Nc1nc(-c2ccccc2)cs1)C1COc2ccccc2O1 (configuration not stated)	105	-0.19	-12	1.4	-5	89	13	3	-3	1.1
C/C(=N\Nc1cccc2cccnc12)c1ccc(N)cc1	111	-0.48	-14	2.3	11	101	9	-198	198*	0.9
COCCn1c(SCCOc2ccccc2)nc2ccccc2c1=O	100	-0.38	-3	1.1	-4	92	15	-5	5	1
CC(C)C(=O)Nc1cc(=O)[nH]c2ncnn12	96	0.03	4	0.98	-4	105	-1	14	-14	1
CC1CCc2nn(CC(=O)NCCC3=CCCCC3)cc2C1 (configuration not stated)	101	.	0	1.1	-7	103	-4	-4	4	1.1
CCN1C(C#N)=C(C#N)N=C(C)CC1(C)C	105	1.1	-6	1.1	-9	102	5	0	1	1.1
COc1ccccc1NC=C1C(=O)OC(C)(C)OC1=O	124	.	-26	1.2	40	94	11	-3	3	0.6
CCOC(=O)c1c(NC(=O)CN2CCOCC2)sc2c1CCCC2=O	87	1.4	15	0.84	-7	90	16	-14	14	1.1
O=C(CCn1nc(-c2ccccc2)c2ccccc2c1=O)Nc1cccnc1	93	-0.34	6	1	-10	100	4	-18	18	1.1
CCOc1cccc(C2C(C#N)=C(N)Oc3cc(C)oc(=O)c32)c1OCC (configuration not stated)	105	-0.14	-6	1	-6	97	7	4	-4	1.1
O=C(Nc1ccn(Cc2c(F)c(F)cc(F)c2F)n1)c1cccc(Cn2cc([N+](=O)[O-])cn2)c1	102	-0.7	-3	0.8	-6	96	10	29	-29	1.1
Nc1nc(SCC(=O)Nc2ccc(Cl)cn2)n[nH]1	103	0.28	-5	0.98	-3	94	8	-6	6	1
CCc1ccccc1NC(=O)COc1ccc2c(=O)c(Oc3cc(C)ccc3C)coc2c1	98	-0.0086	2	1.2	-5	100	4	-5	5	1
COc1ccc(-n2nc([N+](=O)[O-])c(=NCCc3ccccc3)n2O)cc1	108	-0.13	-9	1.3	-8	106	-9	2	-2	1.1

# Three of the entries above in order of the ROMK primary value, descending:
SMILES | ROMK primary
COc1ccc(-c2nc(C(=O)O)cs2)cc1OC | 0.85
CN(C)S(=O)(=O)c1cccc(NC(=O)CSc2nncn2-c2ccccc2)c1 | -0.4
CN(C)CCOc1ccc2c(c1)Sc1ccccc1CC2=O | -1.7

# Next section
Structure	STAT1 activator	ROMK primary	STAT1 inh	NF-kB expr up	FLuc inh counter	STAT3 activator	STAT3 inh	APP transl inh	APP 5'UTR act	FLuc stim CS
CC(=O)N(Cc1cccs1)C1CCOC(C)(C)C1 (configuration not stated)	108	1.1	-9	1	2	102	2	-3	3	1
Fc1ccc(Nc2nc(-c3ccncc3)cs2)cc1	144*	-1	-49	1.2	-1	104	-3	-106	106	1
O=C(OCCCCN1C(=O)c2ccccc2C1=O)c1n[nH]c2ccccc12	102	.	-2	0.84	-6	98	8	12	-12	1.1
Cc1ccc(C)c(OCC(=O)N/N=C/c2c(C)nn(-c3ccccc3)c2Cl)c1C	106	-0.2	-6	1.3	-4	103	0	15	-15	1
O=C(Cn1cc([N+](=O)[O-])cn1)N1CCc2ccccc21	95	.	5	1.3	-8	111	-8	-13	13	1.1
Cc1ccc(C)c(NC(=S)N(Cc2ccco2)C(C)c2cccs2)c1 (configuration not stated)	97	-0.38	1	1.3	-3	101	5	-13	13	1
Cc1ccn2c(C(=O)NN=C3CCN(C)CC3)c(C)nc2c1	104	0.21	-4	1.5	3	101	1	-18	18	1
COc1cccc(N(C(=O)CS(=O)CC(=O)Nc2ccc(F)cc2)C(C(=O)NC2CCCCC2)c2cccs2)c1 (configuration not stated)	99	.	1	1.3	-4	109	-13	5	-5	1
CCCc1nnc(SCC(=O)N2C(C)CCCC2C)n1CCCOC (configuration not stated)	91	.	11	1	-7	105	-5	-3	3	1.1
O=P(O)(c1ccccc1)c1ccccc1O	95	0.2	6	0.94	-3	109	-7	-5	5	1
O=C(Cc1nn[nH]n1)NCc1ccccc1Cl	103	-0.97	-5	1.2	3	104	2	-44	44	1
Cn1c(=NCC(O)COc2ccccc2)sc2ccccc21 (configuration not stated)	100	-1.2	0	1.2	-3	77	28	8	-8	1
O=C(NCc1ccc(F)cc1)c1cc2c(s1)CCCC2	106	-0.4	-7	1.3	-5	94	8	5	-5	1
COc1cc(C)c(NC(=S)Nc2ccc(C)c(Cl)c2)cc1OC	102	0.74	-2	1.1	-7	92	10	-5	5	1.1
COc1ccc(NC(=S)NNC(=O)c2cccnc2)cc1OC	102	0.12	-3	1.4	-1	106	1	-14	14	1
Cc1cc(C)n(-c2ccc(C(=O)Nc3sccc3C(N)=O)cc2)n1	163*	.	-69	2.4	33	89	22	-171	171*	0.7

# From PubChem BioAssay
